INS-1E GSIS act: GLuc luminescence reporter in INS-1E cells, primary screen for activators of glucose-dependent secretion of insulin | actives 0.61% (n = 370,000) | activation, % at 16.6 µM | INS-1E GLuc reporter insulin secretion, 2-3 h | AID 743287, 2014;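 active = lowest replicate activation of at least 40%, so every replicate reaches that level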;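 also: 0% = median of neutral control wells and 100% = median of IBMX positive control wells; some compounds called inactive have numbers as strong as hits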
PGC1a acetyl inh: inhibitors of PGC1a acetylation signal, primary screen, cell-based, U2OS, AlphaScreen, inhibitor mode; actives 0.17% (n = 350,000); inhibition, % at 15.6 µM; AlphaScreen anti-acetyl-lysine; with virally co-expressed GCN5 acetyltransferase; AID 651687, 2012;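 active = every replicate shows inhibition of at least 40%; inconclusive = mean inhibition at least 40% but some replicate below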;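 also: 0% = neutral control wells and 100% = positive control wells; some results beyond the cut were filed as inactive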
LGR2 inh: inhibitors of bursicon-induced LGR2 CRE-luciferase signal, primary screen, cell-based, HEK293, CRE-luciferase reporter, bursicon stimulation. inhibition, % at 9.99 µM. Drosophila bursicon receptor LGR2 (rickets). AID 720647, 2013. actives 0.35% (n = 380,000). bursicon-stimulated, 4 h;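 active = drop in luminescence signal, shown as inhibition above about 50% in the replicate tests, limit read from the data, passing the limit was not always enough; inconclusive = probably only some replicates passing the limit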;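 also: agonist challenge used bursicon conditioned medium at about half maximal strength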
Statin myotox sup: suppressors of statin myotoxicity in C2C12 myotubes, primary screen, cell-based, single point, plate reader; C2C12 myotubes + simvastatin, ATP luminescence, 48 h; scaled: DMSO 0, geranylgeraniol control 100; rescue of ATP level, % at 7.49 µM; actives 0.78% (n = 330,000);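 active = mean ATP rescue above about 67%, or every replicate alone reaching that limit, limit read from the data, passing the limit was not always enough; inconclusive = no clear call, values can overlap the other calls; inactive = mean under the limit and some replicate under it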;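 also: myotubes were challenged with 10 µM simvastatin during compound exposure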
Cneo AK release: Cryptococcus neoformans cell lysis inducers, primary screen, AK release luminescence, single concentration. lysis activity, % at 15 µM. C. neoformans lysis, adenylate kinase release luminescence, 4 h; normalised: neutral wells 0, clomiphene wells 100. actives 0.2% (n = 360,000);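 active = mean lysis activity across replicates of at least 80%, whatever share of replicates individually reach that level; inactive = mean lysis activity below 80%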
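Material – log-phase Cryptococcus neoformans yeast cells · Input – 5 × 10^6 yeast cells/mL · Medium – fresh YPD growth medium · Doses – single compound concentration per well · Timing – static 4 h at 37 °C with compound, 1 h detection · Detection – adenylate kinase release luminescence · Read-out – signal increase indicating cell lysis · Control set – Clomiphene as positive lysis control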
ARNT TACC3 PPI: disruptors of ARNT/TACC3 protein interaction, primary screen, biochemical, AlphaScreen, single concentration. actives 0.66% (n = 390,000). AlphaScreen His-ARNT PAS-B/GST-TACC3 binding, luminescence; TACC3 fragment carries E629A point mutation. Transforming acidic coiled-coil-containing protein 3 (Homo sapiens), Q9Y6A5. inhibition, % at 9.99 µM;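 active = mean inhibition of replicates at least 50% and at least half of replicates each reaching 50%; inconclusive = half or more replicates reach 50% but mean below 50%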;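 also: 0% = complete ARNT plus TACC3 wells and 100% = ARNT alone without TACC3; many hits fall short of the cut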
PAX8 reporter: inhibitors of PAX8-driven TPO luciferase reporter, primary screen, RMG-I cells, single concentration | SteadyGlo, 24 h | inhibition, % at 12.6 µM | actives 1.2% (n = 360,000) | AID 652154, 2013;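 active = mean replicate inhibition at least 60% with every replicate also reaching 60%; inconclusive = only one of the two criteria is met; inactive = mean below 60% and not all replicates reaching 60%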;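 also: luciferase light reporting Pax8 driven TPO promoter activity; plate controls were median of neutral control wells for no effect and mitoxantrone controls for full effect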
PglD DTNB: C. jejuni PglD acetyltransferase inhibitors, primary screen, biochemical, DTNB colorimetric, single point | inhibition, % at 12.5 µM | AID 602405, 2012 | actives 0.098% (n = 360,000) | purified PglD enzyme, DTNB colorimetric CoA detection; in the data active = inhibition above about 16%, passing the limit was not always enough; inconclusive = no clear call, values can overlap the other calls; also: strong numbers were not always called active
The depositor's hits bear a star; ? = inconclusive; / = no result given; & = joins results of further samples.

SMILES,INS-1E GSIS act,PGC1a acetyl inh,LGR2 inh,Statin myotox sup,Cneo AK release,ARNT TACC3 PPI,PAX8 reporter,PglD DTNB
C[C@@H]1CN([C@H](C)CO)C(=O)c2cccc(NC(=O)c3ccc(-c4nccs4)cc3)c2O[C@H]1CN(C)C(=O)Nc1cccc2ccccc12,12,-3,2,9,54,2,-13,3
CCOC(=O)c1cnc2c(C)cc(C)cc2c1NCCCN1CCOCC1,19,-17,-24,-13,0,30,3,-1
COc1ccnc(N2CCN(c3ccc(Cl)cc3)CC2)c1C#N,-25,-2,-17,-21,-3,-3,/,0
O=S(=O)(NC[C@H]1N[C@H](CO)[C@@H]1c1ccccc1)c1ccccc1,1,-2,6,2,-6,-5,-14,2
Cc1cc2ncn(S(=O)(=O)c3ccc(S(N)(=O)=O)cc3)c2cc1C,-7,/,1,2,2,0,3,-5
CCCNC(=O)N(C)C[C@H]1Oc2ncc(C#C[C@@H](C)O)cc2C(=O)N([C@H](C)CO)C[C@H]1C,19,2,-12,/,-5,-6,/,3
C[C@H](CO)N1C[C@H](C)[C@H](CN(C)S(=O)(=O)c2ccc(Cl)cc2)Oc2ccc(NC(=O)CCC(F)(F)F)cc2C1=O,-13,-1,-3,-36,-1,10,13,0
CCCC(=O)c1c[nH]c(C(=O)N2CCOCC2)c1,7,/,15,/,/,-7,13,/

Arranged by the number under INS-1E GSIS act (rising): three from the list above.
molecule,INS-1E GSIS act,PGC1a acetyl inh,LGR2 inh,ARNT TACC3 PPI,PglD DTNB
CCCC(=O)c1c[nH]c(C(=O)N2CCOCC2)c1,7,/,15,-7,/
C[C@@H]1CN([C@H](C)CO)C(=O)c2cccc(NC(=O)c3ccc(-c4nccs4)cc3)c2O[C@H]1CN(C)C(=O)Nc1cccc2ccccc12,12,-3,2,2,3
CCOC(=O)c1cnc2c(C)cc(C)cc2c1NCCCN1CCOCC1,19,-17,-24,30,-1

Following part
SMILES,INS-1E GSIS act,PGC1a acetyl inh,LGR2 inh,Statin myotox sup,Cneo AK release,ARNT TACC3 PPI,PAX8 reporter,PglD DTNB
CN1CCN(C(=O)c2ccc(-c3cnn(C)c3)c3ccoc23)CC1,/,6,/,12,1,/,/,-4
CC1(c2ccc(Cl)cc2)NC(=O)N(CC(=O)Nc2ccc(N3CCCCC3)cc2)C1=O (configuration not stated),0,-3,0,-4,2,15,-9,-4
COc1ccccc1Oc1ccc(S(=O)(=O)N2CCOCC2)cc1S(=O)(=O)N1CCOCC1,/,/,/,-6,2,-4,/,-2
C/C=C/c1ccc(OCCCCOc2ccccc2F)c(OC)c1,-11,/,-43,/,/,-7,-9,/
C=CCN(CC=C)Cc1c(O)ccc2c1oc(=O)c1ccccc12,13,-6,-2,-2,-4,22,/,7
COc1ccc(CNC(=S)NC2CCCC2)cc1,-71,2,7,-4,2,-2,0,2
COc1ccc(S(=O)(=O)N2CCCCCC2)cc1C(=O)N(C)CCOc1ccccc1,-20,/,3,4,-2,-18,-11,11
CC(C)NC(=O)Nc1cccc2c1O[C@@H](CN(C)Cc1ccc(C(=O)Nc3ccccc3N)cc1)[C@@H](C)CN([C@H](C)CO)C2=O,11,1,-4,/,/,/,15,/

Full records from above.
CC(C)NC(=O)Nc1cccc2c1O[C@@H](CN(C)Cc1ccc(C(=O)Nc3ccccc3N)cc1)[C@@H](C)CN([C@H](C)CO)C2=O is listed with INS-1E GSIS act = 11; PGC1a acetyl inh = 1; LGR2 inh = -4; Statin myotox sup = /; Cneo AK release = /; ARNT TACC3 PPI = /; PAX8 reporter = 15; PglD DTNB = /
C=CCN(CC=C)Cc1c(O)ccc2c1oc(=O)c1ccccc12 is listed with INS-1E GSIS act = 13; PGC1a acetyl inh = -6; LGR2 inh = -2; Statin myotox sup = -2; Cneo AK release = -4; ARNT TACC3 PPI = 22; PAX8 reporter = /; PglD DTNB = 7
CC1(c2ccc(Cl)cc2)NC(=O)N(CC(=O)Nc2ccc(N3CCCCC3)cc2)C1=O (configuration not stated) is listed with INS-1E GSIS act = 0; PGC1a acetyl inh = -3; LGR2 inh = 0; Statin myotox sup = -4; Cneo AK release = 2; ARNT TACC3 PPI = 15; PAX8 reporter = -9; PglD DTNB = -4

More records.
SMILES,INS-1E GSIS act,PGC1a acetyl inh,LGR2 inh,Statin myotox sup,Cneo AK release,ARNT TACC3 PPI,PAX8 reporter,PglD DTNB
Cc1ccnc(Nc2nc(-c3ccc(F)cc3)cs2)c1,-7,-10,-114,11,-12,11,-184,5
Cc1cccc(-c2nc(CN3CCCC(C(=O)NC4CCCCCC4)C3)c(C)o2)c1 (configuration not stated),/,4,/,5,0,5,-13,/
Nc1nc(N)nc(C2C=CCCC2)n1 (configuration not stated),34,2,1,14,-1,-1,11,-2
Cc1cc2oc(=O)cc(CN3CCCc4ccccc43)c2cc1C,/,-11,/,21,1,-1,/,-2
CCOc1ccc(CCNC(=O)c2ccc(CS(=O)Cc3cccc(Cl)c3)o2)cc1 (configuration not stated),-49,5,7,?,0,-3,-2,0
O=C(Cc1ccsc1)Nc1ccc(Cl)cc1Cl,1,-4,5,4,0,2,-10,-2
CC(C)C[C@H]1CNC(=O)C(=O)N1CC1CCN(CCc2ccccc2)CC1,-2,4,-2,-1,-1,/,-3,-2
O=C(OCn1nnc2ccccc2c1=O)c1ccc2ncsc2c1,/,14,/,20,3,-2,-18,4

(further entries)
Values run as follows: INS-1E GSIS act, PGC1a acetyl inh, LGR2 inh, Statin myotox sup, Cneo AK release, ARNT TACC3 PPI, PAX8 reporter, PglD DTNB
C[C@H](CO)N1C[C@H](C)[C@H](CN(C)C(=O)Nc2ccc3c(c2)OCO3)OCc2cnnn2CCCC1=O
    5&-4, 4&-5, 13&3, 20&5, -3&11, 2&6, -33&-18, -1&3
COCCNC(=S)NN=C1CCCCC1
    -2, 3, 4, /, /, -3, 2, /
COCC(=O)Nc1ccc2c(c1)[C@H]1C[C@H](CC(=O)NCc3ccc(-c4ccccc4)cc3)O[C@H](CO)[C@H]1O2
    -19, 10, 8, 1, 4, 5, 25, 2
O=C1CC(C(=O)N(c2ccc(F)cc2)C(C(=O)NC2CCCC2)c2ccccn2)CS1 (configuration not stated)
    -5, 8, 8, 11, /, 2, /, /
O=C(CN1CCN(c2ccccn2)CC1)Nc1ccc(F)c(F)c1
    -3, /, -1, -20, 1, -21, 15, 9
O=C(CN(C(=O)CCC(=O)Nc1nccs1)c1ccc(F)c(Cl)c1)NCc1ccco1
    /, 10, /, -5, 1, 4, /, 7
COc1cc(S(=O)(=O)NCc2ccncc2)c(OC)cc1C
    17, /, 5, -16, 2, 3, 20, -2
Cc1ccc(S(=O)(=O)NC(C)C(=O)OCC(=O)N(C)c2ccccc2)cc1 (configuration not stated)
    -40, 0, -2, -17, 0, 1, -2, -3
C=CCn1c(SCC(=O)OCC)nc(C(F)(F)F)cc1=O
    0, 14, -5, -9, /, 0, 0, /
COCCSc1nc2sc3c(c2c(=O)n1-c1ccccc1)CCN(C)C3
    /, 5, /, 0, 2, -2, /, -1
C[C@@H]1CN([C@@H](C)CO)C(=O)c2c(c3ccccc3n2C)-c2ccccc2CO[C@H]1CN(C)S(=O)(=O)c1ccccc1F
    -15, -27, 16, /, 0, 31, 84*, 2
CC(C)(C)C(=O)NC1CC2CCCC(C1)N2C(=O)Nc1cccc(Cl)c1 (configuration not stated)
    -6, 1, -4, 3, 0, -2, -6, -1
COc1ccccc1NC(=O)N[C@@H]1CC[C@@H](CCNS(=O)(=O)c2ccc(F)cc2)O[C@H]1CO
    -7, -10, 15, -4, 52, -4, 12, 3
O=C1CC(Nc2ccc(N3CCOCC3)cc2)C(=O)N1CCc1ccccc1 (configuration not stated)
    /, -15, /, /, 1, /, -7, 3
CCN(CC)CCOc1ccc(C=NNc2nc3c([nH]2)c(=O)n(C)c(=O)n3C)cc1
    /, -3, /, -5, 1, -2, -6, 4

(list continues)
Values run as follows: INS-1E GSIS act, PGC1a acetyl inh, LGR2 inh, Statin myotox sup, Cneo AK release, ARNT TACC3 PPI, PAX8 reporter, PglD DTNB
Cc1noc(C)c1NC(=O)N(C)C[C@H]1Oc2c(NC(=O)c3nc4ccccc4s3)cccc2C(=O)N([C@H](C)CO)C[C@@H]1C
    -1, 4, -1, 27, -6, -10, /, -2
C/C=C/c1ccc([C@@H]2[C@H](CO)N(CC3CC3)[C@H]2CNC(=O)c2ccccc2)cc1
    -6, -18, -34, -27, -2, -2, 5, 3
COc1cc(C2=NOC(C(=O)Nc3cc(C)on3)C2)cc(OC)c1OC (configuration not stated)
    16, 6, 4, -10, 2, -2, 2, -1
COc1ccccc1-c1ccc2n(c1=O)C[C@H]1[C@H](CO)[C@@H](C(=O)NC3CCC3)N(C(C)=O)[C@@H]21
    9, /, 8, 8, 1, 2, 9, -1
CCOc1ccccc1N1C(=O)c2ccc(C(=O)O)cc2C1=O
    /, 7, /, -1, 0, -5, /, 2
O=C1CCCN1CCCNc1ncnc2sccc12
    13, /, -8, /, /, -1, 20, /
CC(=O)N(C)C[C@@H]1Oc2cc(-c3ccc(F)cc3)ccc2S(=O)(=O)N([C@H](C)CO)C[C@H]1C
    2, -51, 11, -7, 6, /, /, 1
COc1ccccc1NC(=O)N1CCCCN2[C@H](C1)[C@H](c1ccc(-c3cccc(C)c3)cc1)[C@@H]2CO
    -28, 3, 8, /, 0, 21, 35, 4
C[C@@H]1CN([C@H](C)CO)C(=O)c2cc(NS(=O)(=O)c3ccc(Cl)cc3)ccc2O[C@H]1CN(C)C(=O)Nc1ccc(F)cc1
    8, 5, -6, -10, 0, 2, 7, -1
CCOC(=O)c1sc(N(C)C)nc1-c1ccccc1
    /, -2, /, 17, -1, 1, /, 1
COc1ccc(NC(=O)CCCC2=NS(=O)(=O)c3ccccc3N2)cc1
    -3, 4, 10, 2, 2, -4, -2, -1
CC(C)(C)c1cc(NC(=O)C2(C)CCN2C(=O)C2(c3ccccc3)CC2)no1 (configuration not stated)
    /, -36, -5, -5, 1, /, -22, 5
C[C@@H]1CN([C@H](C)CO)C(=O)Cc2cc(NS(=O)(=O)c3cn(C)cn3)ccc2O[C@H]1CN(C)C(=O)NC1CCCCC1
    0, 0, 0, 2, -4, -4, -2, 3
Cc1cc(C)c(C)c(OCc2nc(-c3cccnc3)no2)c1
    /, 5, /, -5, -1, 3, -15, -4
